DAX1 inh-1: DAX1 (NR0B1) inhibitors, primary screen, cell-based, HEK293, Gal4-DAX1, luciferase luminescence | inhibition, % at 6.75 µM | 0.99% of 340,000 active | HEK293 Gal4-DAX1 luciferase reporter | AID 504766, 2011;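 active means inhibition above the mean over all tested compounds plus 3 SD, cut at about 4.2% in these data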;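 further: 0% = DAX1-transfected cells with DMSO and 100% = empty-vector control cells with DMSO; inhibition shows as a rise in luminescence from relieved DAX1 repression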
ssDAF-12 act: S. stercoralis DAF-12 nuclear receptor activators, primary screen, cell-based, luminescence, HEK293, GRIP1 co-expression, lit1-tk-luc | 1% of 370,000 active | Nuclear hormone receptor DAF-12 (Strongyloides stercoralis) | HEK293 ssDAF-12/GRIP1 lit1-tk-luc reporter; % of 3 µM dafachronic acid response | activation, % at 6.8 µM;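 active means activation above the mean over all tested compounds plus 3 SD, cut at about 0.9% in these data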;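 further: 0% = DMSO-only wells and 100% = 3 µM delta7-dafachronic acid wells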
ADAM17 inh: ADAM17 inhibitors, primary screen, biochemical, QFRET; Disintegrin and metalloproteinase domain-containing protein 17 (Homo sapiens), P78536; recombinant ADAM17, EDANS/DABCYL FRET peptide cleavage; inhibition, % at 6.95 µM; 0.83% of 370,000 active;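 active means inhibition above the mean of compounds lying between control limits plus 3 SD, set per campaign, cut at about 8.5% in these data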;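 further: 0% = DMSO-only wells as the low control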
DAX1 inh-2: DAX1 (NR0B1) inhibitors on StAR promoter, primary screen, cell-based, luminescence, SF-1 (NR5A1), full-length DAX-1; HEK293T StAR-luciferase reporter, SF-1/DAX-1 repression relief; inhibition, % at 6.8 µM; 1.1% of 370,000 active; AID 652010, 2013;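 active means inhibition above the mean over all tested compounds plus 3 SD, cut at about 3.6% in these data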;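 further: 0% = DAX-1 cells with DMSO and 100% = cells lacking DAX-1 with DMSO; higher inhibition means more luminescence from relief of DAX-1 repression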
hgDAF12 agonist: H. glycines DAF-12 receptor agonists, primary screen, cell-based, luminescence, HEK293, GAL4 fusion, UAS-luciferase | Nuclear hormone receptor DAF-12 (Heterodera glycines), GAL4 fusion | HEK293 GAL4-hgDAF12 UAS-luciferase reporter, agonist luminescence; normalized to butyrate control | activation, % at 6.8 µM | 1.8% of 370,000 active | AID 687014, 2013;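 active means activation above a cutoff set at the mean of all screened compounds plus 3 SD, cut at about 10% in these data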;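 further: 0% = DMSO wells and 100% = sodium butyrate wells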
PLC-gamma1 inh: PLC-gamma1 enzyme inhibitors, primary screen, biochemical, fluorescence, purified enzyme; 1-phosphatidylinositol 4,5-bisphosphate phosphodiesterase gamma-1 (Homo sapiens), P19174; fluorogenic substrate; inhibition, % at 12.2 µM; 0.84% of 370,000 active; AID 720700, 2013; in the data active means inhibition above about 9.5%
Target sequence (P19174 whole entry, looked up): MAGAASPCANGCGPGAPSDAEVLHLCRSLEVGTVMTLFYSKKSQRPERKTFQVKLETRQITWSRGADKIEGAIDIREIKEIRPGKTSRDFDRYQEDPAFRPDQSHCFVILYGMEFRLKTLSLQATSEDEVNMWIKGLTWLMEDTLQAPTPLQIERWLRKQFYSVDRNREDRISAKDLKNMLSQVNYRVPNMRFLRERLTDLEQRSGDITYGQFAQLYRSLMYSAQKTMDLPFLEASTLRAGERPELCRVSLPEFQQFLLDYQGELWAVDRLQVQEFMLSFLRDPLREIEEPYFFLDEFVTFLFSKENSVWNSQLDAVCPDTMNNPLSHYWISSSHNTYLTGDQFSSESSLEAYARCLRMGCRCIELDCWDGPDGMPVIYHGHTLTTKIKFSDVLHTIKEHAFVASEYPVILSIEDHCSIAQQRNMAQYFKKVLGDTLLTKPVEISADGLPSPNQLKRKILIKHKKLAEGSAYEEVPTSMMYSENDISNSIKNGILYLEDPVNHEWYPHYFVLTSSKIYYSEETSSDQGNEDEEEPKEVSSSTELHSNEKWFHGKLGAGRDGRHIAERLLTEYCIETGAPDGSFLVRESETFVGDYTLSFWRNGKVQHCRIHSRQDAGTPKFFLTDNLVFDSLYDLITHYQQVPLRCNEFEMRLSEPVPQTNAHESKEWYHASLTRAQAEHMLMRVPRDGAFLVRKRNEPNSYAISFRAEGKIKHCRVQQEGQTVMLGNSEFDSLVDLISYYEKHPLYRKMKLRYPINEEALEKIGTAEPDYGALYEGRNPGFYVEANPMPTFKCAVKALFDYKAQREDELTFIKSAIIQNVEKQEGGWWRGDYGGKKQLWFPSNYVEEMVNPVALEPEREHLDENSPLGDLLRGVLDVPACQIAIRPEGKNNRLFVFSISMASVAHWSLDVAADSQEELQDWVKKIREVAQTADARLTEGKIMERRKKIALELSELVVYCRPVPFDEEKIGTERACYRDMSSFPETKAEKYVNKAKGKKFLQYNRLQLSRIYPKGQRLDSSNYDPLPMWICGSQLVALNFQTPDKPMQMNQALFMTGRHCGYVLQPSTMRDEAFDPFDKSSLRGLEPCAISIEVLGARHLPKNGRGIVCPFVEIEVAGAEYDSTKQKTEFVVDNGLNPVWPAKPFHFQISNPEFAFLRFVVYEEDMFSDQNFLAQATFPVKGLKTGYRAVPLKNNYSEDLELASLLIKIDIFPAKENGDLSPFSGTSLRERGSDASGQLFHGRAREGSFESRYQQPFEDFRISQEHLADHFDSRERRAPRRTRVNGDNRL
hcDAF-12 act: H. contortus DAF-12 nuclear receptor activators, primary screen, cell-based, luminescence, HEK293, lit1-tk-luc reporter; activation, % at 6.8 µM; HEK293 hcDAF-12 lit1-tk-luc reporter; 0% DMSO, 100% Δ7-dafachronic acid; 1.4% of 370,000 active;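 active means activation above the mean of all tested compounds plus 3 SD, cut at about 5.5% in these data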;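 further: 100% = response to 3 µM Δ7-dafachronic acid high control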
NR1D1 modulator: modulators of Rev-erb alpha DNA binding, primary screen, biochemical, FITC-DNA, fluorescence polarization, uHTS; Nuclear receptor subfamily 1 group D member 1 (Homo sapiens), P20393; Rev-erbα–FITC-DNA binding, 90 min; activity, % at 10 µM; 0.79% of 370,000 active; AID 1259318, 2017;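 active means activity above about 14%, limit read from the data; passing the limit was not always enough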;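 further: 0% = DMSO wells with 35 nM protein and 100% = DMSO wells with 750 nM protein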
PLC-beta3 inh: human PLC-beta3 inhibitors, primary screen, biochemical, fluorescence | Purified PLC-beta3, fluorogenic substrate | inhibition, % at 12.2 µM | 0.18% of 370,000 active; in the data active means inhibition above about 11%;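 further: 0% = median of compound wells on plate and 100% = full blocker control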
MBD2 inh: inhibitors of MBD2 binding to methylated DNA, primary screen, biochemical, TR-FRET, DNA-binding domain, human; Methyl-CpG-binding domain protein 2 (Homo sapiens), Q9UBB5; MBD2 binding to methylated oligonucleotide; inhibition, % at 4.4 µM; 0.31% of 370,000 active; AID 686964, 2013; in the data active means inhibition above about 13%
SMARCA2 act: SMARCA2 (BRM) function activators, primary screen, cell-based, luminescence, high throughput; MG213 cells, MMTV-luciferase reporter, dexamethasone, overnight; activation, % at 9.1 µM; 1% of 370,000 active; AID 652017, 2013; in the data active means activation above about 7.8%;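 further: 0% = vehicle wells and 100% = reference activator wells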
Numbers without * were called inactive; nt = not tested or not shown.

Values run as follows: MBD2 inh, PLC-beta3 inh, ssDAF-12 act, PLC-gamma1 inh, SMARCA2 act, ADAM17 inh, DAX1 inh-1, hcDAF-12 act, NR1D1 modulator, DAX1 inh-2, hgDAF12 agonist
- O=C1C=C(N(CCO)CCO)C2(CCCCC2)O1
    -4, 2, -1.5, 3, -1, -3, 1.3, 0.2, 4, -0.5, -1.1
- COc1cccc(NC(=O)CN(C)C(=O)CCC(=O)c2cc(C)sc2C)c1
    -1, -10, -1.3, -1, -1, -4, -0.1, -1.5, 4, -0.7, 0.5
- O=C(NC1CCOC1=O)c1ccccc1 (centres undefined)
    0, 1, -0.3, 1, 1, -3, 0.5, -0.1, -3, 0.8, 6.1
- Cc1cc(C)c(S(C)(=O)=O)c(S(=O)(=O)c2ccc(Cl)cc2)n1
    3, 4, -1.1, 6, 1, -1, 0.7, -1.5, -3, -0.8, -1.1
- COc1cc(C2C3=C(CCCC3=O)Nc3[nH]n(-c4ccccc4)c(=O)c32)ccc1O (centres undefined)
    -3, -3, -1.8, 0, 3, -3, 0.1, -1.6, 5, -0.1, -1.0
- N#Cc1cccc(NC(=O)OCCN2C(=O)CCC23CCC(c2ccc(Cl)cc2)CC3)c1 (centres undefined)
    -1, 3, -1.3, 0, -5, 0, nt, -1.2, 6, 0.2, 0.2
- CN=C1N(C)C[C@@H]2[C@@H]3C(=O)N(Cc4ccccc4)C(=O)[C@@H]3[C@](Cc3ccccc3)(C(=O)OC)N12
    -2, 1, -1.2, 0, -7, 1, 0.0, 0.1, 1, -1.9, -2.4
- Cc1ccc(S(=O)(=O)n2nc(-c3ccc(Cl)cc3)nc2NCc2ccco2)cc1
    0, 4, -1.3, 2, -3, 0, 1.3, -0.2, -1, -0.1, -1.0
- Cc1cc(C(=O)Nc2nc3ccc(S(C)(=O)=O)cc3s2)c(C)o1
    1, -4, -0.3, -2, 10*, 0, -0.5, 1.8, 0, -0.4, 4.9
- CC/C=C/C(=O)N1CC2(CC(c3cccc(NC(=O)CCCCC)c3)=NO2)C[C@H]1C(N)=O (some centres undefined)
    6, -1, -1.3, 5, 0, -2, -0.1, -1.6, -3, -0.4, 0.5
- CCCn1cnc2c(N)c(C)c(C)cc21
    -1, 0, -1.4, 3, -1, -2, -0.8, -1.9, 0, -1.0, -1.9
- Cc1nc(C(=O)NC(C)C)nn1-c1cc(Cl)cc(Cl)c1
    -2, 4, -1.0, 3, -2, -1, -0.2, -0.7, 0, 0.0, 2.0
- O=C1CC(c2ccc(S(=O)(=O)N3CCN(c4ccccc4)CC3)cc2)CN1 (centres undefined)
    32*, 5, -1.1, 2, -3, 2, 1.5, -1.6, 2, -0.8, 1.9
- Cc1ccc(C(=O)NCCNC(=O)c2ccc(C)o2)o1
    2, -8, -0.9, 0, -3, -2, 0.4, -1.2, -4, -0.3, -1.4
- Cc1ccc(NC(=O)Cn2nc(-c3ccco3)ccc2=O)cc1Cl
    -4, -257, -1.7, -178, -2, -56, 0.3, -0.1, 2, -1.0, 1.3
- Cc1ccc(N2CC(C(=O)NCc3nnnn3-c3ccc(C)c(C)c3)CC2=O)cc1 (centres undefined)
    -3, -10, -1.1, 1, -3, 5, 0.3, -1.5, -2, -0.8, -0.6
- CC(C)COn1c(=S)[nH]c2ccccc2c1=O
    2, -1, -1.1, 0, -6, -3, 1.5, -1.0, 3, -1.3, -4.3
- COC(=O)C(NS(=O)(=O)c1ccc(N2CCCC2=O)cc1)c1ccccc1 (centres undefined)
    1, -7, -0.8, -1, 0, 0, -0.4, 0.1, 1, 0.0, -4.6
- CC(=O)Nc1cccc(Oc2nc(C(F)(F)F)nc3ccccc23)c1
    -2, -9, -1.3, -10, -2, -1, 0.0, -0.8, -2, -0.3, 0.9
- COc1ccc(CCN(C)CCN2C(=O)c3ccccc3C2=O)cc1OC
    -2, 6, -0.8, 1, 2, -2, 0.4, -2.2, 1, 0.1, -2.1
- O=C(COC(=O)COc1ccccc1F)NC1CC1
    -4, -6, 0.1, -1, 4, 0, 1.1, 0.4, 3, -2.0, -0.5
- COc1ccc(NC(=O)C(c2ccc(C)cc2)N(C)C(=O)CNC(C)=O)cc1 (centres undefined)
    1, 10, -1.4, 7, -1, 5, -0.5, -1.9, -1, 0.1, 2.1
- Cc1cc(NC(=O)CSCC(=O)NCc2cccc(C(F)(F)F)c2)no1
    6, -9, -1.5, -1, -2, -5, -0.4, -0.1, 3, 2.5, -2.9
- COc1ccc(-n2c(C)nn(CCOc3ccccc3)c2=O)cc1
    4, -10, -1.5, -2, 1, -6, 0.7, -0.5, 8, 1.8, 1.1
- Cn1c(N)c(C(=O)COC(=O)CC(NC(N)=O)c2ccc(Cl)cc2)c(=O)n(C)c1=O (centres undefined)
    1, -8, -0.3, -1, -2, -11, 0.9, 0.8, 1, -1.0, -0.1
- COc1ccc(-c2csc(N(CCCN(C)C)C(=O)c3ccc(Br)cc3)n2)cc1
    -4, -6, -1.6, 3, 1, 2, -0.7, -1.5, 5, 0.1, 2.5
- Nc1nc2n[nH]nc2c(=O)[nH]1
    -5, 9, 1.5*, 3, 14*, 0, 1.7, 1.6, -2, -0.4, 0.8
- COCCNc1oc(-c2cccs2)nc1S(=O)(=O)c1ccc(C)cc1
    -4, -22, -1.9, -12, 2, 0, -0.1, -1.2, -9, -0.3, -5.1
- C=C(C)Cn1c(SCC(=O)N/N=C(\C)c2ccc([N+](=O)[O-])cc2)nnc1-c1ccc(Br)cc1
    4, 11*, -1.3, 10*, -7, 2, nt, 0.7, -1, 0.6, -0.7
- O=C(COC(=O)CSCC(=O)N1CCCCC1)Nc1ccc(Cl)cc1
    3, 0, -1.2, 3, -2, -1, -0.1, -1.8, -1, 0.2, -1.9

Among those listed so far, three have two or more sulfur atoms:
Values run as follows: MBD2 inh, PLC-beta3 inh, ssDAF-12 act, PLC-gamma1 inh, SMARCA2 act, ADAM17 inh, DAX1 inh-1, hcDAF-12 act, NR1D1 modulator, DAX1 inh-2, hgDAF12 agonist
- Cc1cc(C)c(S(C)(=O)=O)c(S(=O)(=O)c2ccc(Cl)cc2)n1
    3, 4, -1.1, 6, 1, -1, 0.7, -1.5, -3, -0.8, -1.1
- Cc1cc(C(=O)Nc2nc3ccc(S(C)(=O)=O)cc3s2)c(C)o1
    1, -4, -0.3, -2, 10*, 0, -0.5, 1.8, 0, -0.4, 4.9
- COCCNc1oc(-c2cccs2)nc1S(=O)(=O)c1ccc(C)cc1
    -4, -22, -1.9, -12, 2, 0, -0.1, -1.2, -9, -0.3, -5.1

(further entries)
Values run as follows: MBD2 inh, PLC-beta3 inh, ssDAF-12 act, PLC-gamma1 inh, SMARCA2 act, ADAM17 inh, DAX1 inh-1, hcDAF-12 act, NR1D1 modulator, DAX1 inh-2, hgDAF12 agonist
- CCCCC(=O)Nc1ccc(C(=O)NNC(=S)NC(=O)c2ccccc2[N+](=O)[O-])cc1
    0, -5, -0.3, 2, 3, 2, -0.3, 0.0, -5, 0.4, 1.6
- NC(=Nc1nc(-c2ccccn2)cc2ccccc12)c1ccccn1
    2, -3, -0.9, -4, 2, -4, -4.1, 0.4, 6, 2.8, -4.1
- CC(=O)Nc1cccc(C(=O)OCC(=O)NC(=O)c2ccccc2)c1
    -4, -5, -1.0, 0, 1, 2, 2.1, 0.8, 11, 1.0, -0.7
- Cc1ccc(C(=O)NCC(=O)Nc2ccc3c(c2)CCC3)cc1C
    2, -9, 0.2, -2, 1, 3, 0.8, 0.0, 9, 1.2, 3.0
- CCC(=O)N1CCc2cc(Br)cc(S(=O)(=O)NC3CCN(Cc4ccccc4)CC3)c21
    3, -4, -1.2, 0, -4, -1, -1.1, -0.7, 5, -0.3, -0.8
- C[C@H](NC(=O)c1ncn2c1c(=O)[nH]c1ccc(Br)cc12)c1ccccc1
    0, -2, -1.0, -4, 6, -7, -0.2, -1.3, 133*, 0.3, -4.5
- O=C(NNc1cc(Cl)ccc1Cl)C1CCC1
    -8, -4, -0.9, 2, -12, -2, 0.2, -0.3, -2, 0.1, -1.6
- CC1(C(=O)NCc2ccco2)Cc2c(-c3ccc(C(N)=O)cc3)ccnc2O1 (centres undefined)
    5, -2, -0.7, 2, -5, -7, nt, -2.2, -5, -3.2, -0.7
- CNC[C@H]1Oc2c(NS(=O)(=O)c3cccs3)cccc2C(=O)N([C@H](C)CO)C[C@@H]1C
    -1, -4, -0.7, 0, 1, -1, -0.6, 1.7, 6, -0.6, 1.6
- Cc1ccc(C(=O)NCCc2csc(C)n2)cc1
    -5, 1, -0.6, 0, 2, -3, 2.3, 0.6, -3, 2.3, 9.6
- CC(c1ccccc1)C1CC(=O)N(CC(=O)O)C1=O (centres undefined)
    5, -3, -1.4, -2, -3, -2, 1.3, -2.0, 0, 0.0, -1.1
- COc1cccc(NC(=O)CN(C)C(=O)CNC(=O)c2ccc(Oc3ccccc3)cc2)c1
    1, -6, -1.1, -1, 4, 3, 0.8, 0.2, -3, 0.8, 5.0
- CSc1ncc(CN2CCN(CCC(C)C)C(CCO)C2)cn1 (centres undefined)
    -5, -8, -1.8, 2, 2, -1, 1.7, 0.4, -2, -1.9, 3.5
- CC(C)[C@H]1COCCS(=O)(=O)N1Cc1ccccc1F
    -6, 1, -1.1, 1, 2, -1, -0.1, -1.2, -2, -0.8, 1.4
- CCOc1ccc(N(CC(=O)Nc2cc(OC)cc(OC)c2)S(=O)(=O)c2c(C)[nH]c(=O)[nH]c2=O)cc1
    6, -12, -0.8, -2, 0, -4, 0.0, 1.1, -3, 0.6, 0.3
- COC(=O)C1=C(O)/C(=C\c2ccc(CNS(=O)(=O)c3ccc(Cl)cc3)o2)N=C1C
    0, -67, -0.7, -44, -1, 0, -1.1, -1.0, -4, -0.2, -1.7
- COC(=O)c1ccc(OCc2nn[nH]n2)cc1
    1, -7, -0.4, 3, 0, 1, -1.0, -0.5, 7, -0.5, 1.1

Random excerpt: two compounds from above, in no set order.
Values run as follows: MBD2 inh, PLC-beta3 inh, ssDAF-12 act, PLC-gamma1 inh, SMARCA2 act, ADAM17 inh, DAX1 inh-1, hcDAF-12 act, NR1D1 modulator, DAX1 inh-2, hgDAF12 agonist
- COc1cccc(NC(=O)CN(C)C(=O)CNC(=O)c2ccc(Oc3ccccc3)cc2)c1
    1, -6, -1.1, -1, 4, 3, 0.8, 0.2, -3, 0.8, 5.0
- COC(=O)C1=C(O)/C(=C\c2ccc(CNS(=O)(=O)c3ccc(Cl)cc3)o2)N=C1C
    0, -67, -0.7, -44, -1, 0, -1.1, -1.0, -4, -0.2, -1.7

Bioassay records (PubChem BioAssay)

Random draw from the library; about 7.4% have a hit in one of these screens.
